Screening data from PubChem BioAssay.
APOBEC3G inh – APOBEC3G DNA deaminase inhibitors, primary screen, biochemical, fluorescence, single-stranded DNA substrate, uHTS; DNA dC->dU-editing enzyme APOBEC-3G (Homo sapiens), Q9HC16; recombinant A3G, ssDNA deamination FAM/TAMRA fluorescence; inhibition, % at 20 µM; actives 0.28% (n = 330,000);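 active means inhibition of at least 40% at 20 µM, with no more than 30% in the related APOBEC3A deaminase screen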;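 further: plate controls were DMSO wells with A3G for no effect and wells lacking A3G enzyme for full effect; some compounds called inactive have numbers as strong as hits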
SENP1 FRET inh – human SENP1 catalytic domain inhibitors, primary screen, biochemical, FRET, uHTS; Sentrin-specific protease 1 (Homo sapiens), Q9P0U3; inhibition, % at 10 µM; recombinant SENP1 catalytic domain, CyPet-SUMO1-YPet FRET cleavage; actives 0.21% (n = 360,000);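 active means inhibition at least 30% at 10 µM, raw YFP signal under a set limit, fluorescence ratio 0.5 to 1.5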;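 further: 0% = enzyme with DMSO and 100% = no enzyme wells; some results filed as inactive read as strong as hits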
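Test system: recombinant human SENP1 catalytic domain, His6-tagged / Medium: pH 8 Tris buffer with EDTA, NaCl, BME, BSA, NP40, catalase / Also added: SUMO1 FRET substrate flanked by Cypet and Ypet, 25 nM / Times: 50 min reaction at room temperature / Signal: FRET, CFP and YFP emission / Control set: no-enzyme low control and enzyme-plus-DMSO high control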
SENP8 block-1 – SENP8 protease inhibitors, primary screen, biochemical, luminescence; Sentrin-specific protease 8 (Homo sapiens), Q96LD8; purified SENP8, Z-RLRGG-aminoluciferin cleavage; inhibition, % at 10 µM; actives 1.2% (n = 330,000); AID 2540, 2010; in the data active means inhibition above about 50%
SENP7 inh – SENP7 protease inhibitors, primary screen, biochemical, luminescence, uHTS | Sentrin-specific protease 7 (Homo sapiens), Q9BQF6 | recombinant SENP7, Z-RLRGG-aminoluciferin luminescence, 40 min | inhibition, % at 5 µM | actives 1.5% (n = 330,000) | AID 434973, 2010;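 active means inhibition above about 50% at the single test dose, limit read from the data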;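 further: plate controls were DMSO with enzyme for no effect and no enzyme buffer wells for full effect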
SENP8 block-2 – human SENP8 protease inhibitors, primary screen, biochemical, fluorescence, Nedd8 protein substrate, uHTS; Sentrin-specific protease 8 (Homo sapiens), Q96LD8; recombinant SENP8; inhibition, % at 20 µM; actives 0.64% (n = 360,000); AID 602440, 2012; in the data active means inhibition mostly above about 40%, no sharp cut-off; inactive means mostly below about 27%
UBC13 inh – UBC13 polyubiquitin chain formation inhibitors, primary screen, biochemical, TR-FRET, uHTS | Ubiquitin-conjugating enzyme E2 N (Homo sapiens), P61088 | inhibition, % at 20 µM | actives 0.47% (n = 330,000); in the data active means inhibition above about 45%, passing the limit was not always enough
Apaf1 inhib – inhibitors of human Apaf-1 apoptosome, primary screen, biochemical, DEVD-Rh110 fluorescence, uHTS. Apoptotic protease-activating factor 1 (Homo sapiens), O14727. reconstituted apoptosome caspase-3 activity. inhibition, % at 20 µM. actives 0.71% (n = 330,000). AID 489030, 2010; active means inhibition of at least 40% at 20 µM;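 further: plate controls were DMSO wells for no effect and DEVD-CHO caspase inhibitor wells for full effect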
Target sequence (O14727 whole entry, looked up): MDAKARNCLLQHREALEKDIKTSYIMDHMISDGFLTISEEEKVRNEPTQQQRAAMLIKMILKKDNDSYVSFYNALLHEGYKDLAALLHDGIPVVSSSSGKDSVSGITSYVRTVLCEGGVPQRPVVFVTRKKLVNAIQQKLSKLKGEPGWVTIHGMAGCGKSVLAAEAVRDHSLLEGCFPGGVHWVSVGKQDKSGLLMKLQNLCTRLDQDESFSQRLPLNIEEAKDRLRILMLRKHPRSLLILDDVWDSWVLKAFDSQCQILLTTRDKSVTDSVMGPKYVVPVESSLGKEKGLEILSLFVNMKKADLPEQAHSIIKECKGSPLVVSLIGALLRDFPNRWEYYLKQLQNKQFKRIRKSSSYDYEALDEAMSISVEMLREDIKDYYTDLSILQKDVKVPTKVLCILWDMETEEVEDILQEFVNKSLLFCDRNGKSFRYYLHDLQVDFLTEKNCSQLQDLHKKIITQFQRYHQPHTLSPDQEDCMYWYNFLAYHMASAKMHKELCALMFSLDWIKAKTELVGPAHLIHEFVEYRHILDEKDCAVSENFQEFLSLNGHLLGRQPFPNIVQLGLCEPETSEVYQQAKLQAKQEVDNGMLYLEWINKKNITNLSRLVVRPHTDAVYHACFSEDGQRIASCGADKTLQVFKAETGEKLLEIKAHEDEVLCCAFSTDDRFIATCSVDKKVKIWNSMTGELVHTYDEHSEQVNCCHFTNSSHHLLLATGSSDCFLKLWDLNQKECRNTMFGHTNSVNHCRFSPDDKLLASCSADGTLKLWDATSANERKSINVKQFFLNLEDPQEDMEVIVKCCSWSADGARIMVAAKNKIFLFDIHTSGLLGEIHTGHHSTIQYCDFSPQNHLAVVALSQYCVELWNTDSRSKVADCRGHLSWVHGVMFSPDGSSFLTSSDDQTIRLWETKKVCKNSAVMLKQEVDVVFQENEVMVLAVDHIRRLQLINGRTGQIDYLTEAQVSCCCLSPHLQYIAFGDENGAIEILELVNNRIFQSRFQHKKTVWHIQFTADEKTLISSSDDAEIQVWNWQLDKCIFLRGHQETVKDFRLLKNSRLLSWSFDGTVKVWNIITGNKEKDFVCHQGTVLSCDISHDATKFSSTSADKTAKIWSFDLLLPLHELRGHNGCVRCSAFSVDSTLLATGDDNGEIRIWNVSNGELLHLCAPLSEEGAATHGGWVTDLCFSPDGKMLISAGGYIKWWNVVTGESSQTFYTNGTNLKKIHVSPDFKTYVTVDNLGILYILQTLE
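Material: reconstituted apoptosome with Apaf-1, cytochrome c, caspase-9, procaspase-3, dATP. Technique: Rh110 fluorescence intensity. Buffer or medium: pH 7.5 Hepes buffer with CHAPS, BSA, DTT. Times: 30 min plus 50 min, RT.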
SENP6 block – SENP6 protease inhibitors, primary screen, biochemical, luminescence, uHTS | actives 1.8% (n = 330,000) | inhibition, % at 10 µM | Recombinant SENP6 catalytic domain, aminoluciferin luminescence | Sentrin-specific protease 6 (Homo sapiens), Q9GZR1;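 active means inhibition above about 50% at the single tested dose, limit read from the data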;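 further: plate controls were DMSO wells with enzyme for no effect and DMSO wells lacking enzyme for full effect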
Starred values were filed as active, the others as inactive; & = joins results of further samples. No enrichment for hits; any-hit rate near 3.6%.

SMILES | APOBEC3G inh | SENP1 FRET inh | SENP8 block-1 | SENP7 inh | SENP8 block-2 | UBC13 inh | Apaf1 inhib | SENP6 block
O=C(CC1C(=O)N(Cc2ccccc2)C(=S)N1CCN1CCOCC1)Nc1ccc(F)cc1 (stereo unspecified) | -3 | 2 | -6 | -8 | 13 | 5 | 5 | -13
COc1cccc(N2C(=O)C(CC(=O)Nc3ccccc3)N(C3CCCCC3)C2=O)c1 (stereo unspecified) | -4 | 0 | -3 | 0 | 8 | 4 | -11 | -1
Cc1nc(SCC(=O)c2cc3ccccc3oc2=O)c(C#N)c(-c2cccs2)c1C(=O)Nc1ccccc1 | -8 | -2 | 1 | 0 | -310 | -20 | 18 | -11
CCOc1ccccc1/C=N/OCC(=O)NCc1ccc(F)cc1 | -14 | 2 | -6 | -5 | 7 | -9 | 11 | -11
CCC1CCc2sc(C(=O)N3CCCN(C)CC3)cc2C1 (stereo unspecified) | 8 | -1 | -1 | -11 | 0 | -8 | 17 | 0
CN1CCC(OC(=O)c2ccc(Cl)cc2Cl)CC1 | -1 | 2 | -2 | -3 | 7 | 12 | -1 | 13
Cc1ccc(C(=O)N2c3ccccc3N(Cc3ccccc3)C(=O)C2(C)C)cc1 | 11 | 4 | 5 | 5 | 6 | 17 | 7 | -4
Cn1c(=O)c(-c2ccccc2)nn2c3ccccc3nc12 | -3 | 1 | 0 | -1 | 23 | 14 | 0 | -14
CCOC(=O)C1CCN(c2cc(=O)n(C3CCCCC3)c(=O)[nH]2)CC1 | -4 | 0 | -12 | -4 | 6 | -9 | 9 | -10
CC1CCN(C(=O)C2CCN(C(=O)c3ccc(C(C)(C)C)cc3)CC2)CC1 | -9 | -1 | -9 | -1 | -1 | -6 | 8 | 4
c1ccc(-c2ncc3c(ccc4ccccc43)n2)cc1 | -2 | 2 | 41 | 90* | 3 | 7 | 3 | 68*
Cc1nc(C)n(CC(O)COc2ccc3c(c2)CCC3)n1 (stereo unspecified) | -5 | 2 | -4 | -5 | 6 | 3 | -21 | -7
CC1=C(C(=O)OC(C)C)C(c2coc3ccccc3c2=O)C2=C(CCCC2=O)N1 (stereo unspecified) | -6 | -6 | -1 | -3 | -27 | -4 | 5 | 2
O=C(O)c1ccccc1-c1c2cc(I)c(=O)c(I)c-2oc2c(I)c(O)c(I)cc12 | -52 | 69&82 | 24 | 11 | 31&35 | 1 | 17 | 31
CC1CCCN(C(=O)COC(=O)COc2ccc(Cl)cc2)C1 (stereo unspecified) | 0 | 6 | 0 | -1 | 4 | 0 | -2 | 7
CC(NC(=O)CN1CCc2ccccc21)c1ccccc1 (stereo unspecified) | 2 | -3 | -4 | -2 | 9 | 7 | 9 | 11
COc1cc(Nc2cccc[n+]2C)cc(OC)c1OC | 29 | 5 | 1 | 10 | 18 | 0 | 3 | 3
C=CCOc1ccccc1CN1CCC(C(=O)Nc2cccc(-c3ccn[nH]3)c2)CC1 | -2 | 1 | 5 | 4 | 9 | 18 | -2 | -8
CCOC(=O)c1cc(S(=O)(=O)Nc2cccc(OC)c2)cn1C | -2 | -1 | 5 | 6 | 9 | -1 | 5 | -4
COC(=O)c1c(NC(=O)c2ccccc2F)sc2c1C(C(=O)OC)CC2 (stereo unspecified) | -7 | -4 | -4 | 3 | -256 | 6 | 12 | -5
CC1=C(C(=O)Nc2cccc(C(=O)NC(C)C)c2)SCCO1 | -9 | 3 | -6 | -4 | 8 | 3 | 5 | -62
CSc1ccc(/C=C/C(=O)N2CCN(c3ccccn3)CC2)cc1 | -1 | -1 | -4 | -5 | -160 | -4 | 13 | -22
CC(C)Oc1ccc(S(=O)(=O)N2CCOCC2)cc1NC(=O)Cc1ccsc1 | -2 | -4 | 7 | -2 | 2 | 5 | 5 | -5
Cc1ccc(-n2c(N)c(C#N)c(-c3ccc(Cl)cc3)c(C#N)c2=O)cc1 | -7 | -3 | 0 | -4 | -99 | 25 | -6 | -16
CCOc1ccccc1NC(=S)N1CCN(c2ccc(OC)cc2)CC1 | -4 | 3 | -7 | -14 | 8 | 8 | 6 | -1
COc1ccc(C(OC(=O)c2cccs2)C(=O)NCC2CCCO2)cc1 (stereo unspecified) | 3 | 2 | -2 | 8 | 6 | 5 | 2 | -4
COc1cccc(NC(=S)N2CCC(NC(=O)c3ccco3)CC2)c1 | -10 | 8 | -5 | -4 | 5 | -7 | -3 | -6
CC(Cc1cccs1)NC(=S)Nc1ccccc1 (stereo unspecified) | -7 | 2 | -7 | 0 | -2 | -2 | -15 | 0
CCCNC(=O)c1ccc(Cl)cc1Cl | -7 | 1 | -1 | 2 | 17 | 8 | 2 | 0
Cc1ccc(S(=O)(=O)N2CCCCC2)cc1NC(=S)NC(=O)c1ccco1 | -7 | 1 | -4 | 8 | 5 | 16 | -12 | 1
Cc1ccc(S(=O)(=O)NC(C)CCc2ccccc2)cc1 (stereo unspecified) | -5 | 1 | -2 | 5 | 39 | 4 | 0 | 1
COC(=O)[C@H](Cc1ccccc1)NC(=O)[C@@H]1C[C@H]1[C@@H](NC(=O)OCc1ccccc1)c1ccccc1 | 6 | 2 | -2 | 6 | 10 | 5 | 7 | 1
O=C(CSc1ccccc1F)NC(=O)c1ccc(Cl)cc1 | -3 | 1 | 2 | -1 | 2 | 5 | -2 | 4
Clc1ccccc1/C=C/c1ccnc2ccccc12 | 9 | 1 | 9 | 4 | -297 | 8 | 21 | 11
O=C(COC(=O)c1cccc(-n2cnnn2)c1)c1ccc(Br)cc1 | -1 | 1 | 6 | 3 | 11 | 2 | 4 | -3
O=c1[nH]c(CN2CCN(S(=O)(=O)c3ccc4ccccc4c3)CC2)nc2ccccc12 | -7 | 0 | -1 | -3 | 15 | 8 | -6 | -20
Cc1ccc(-n2nc3c(=O)n(C(C)C(=O)NC4CC4)nc(C)c3c2C)cc1 (stereo unspecified) | -2 | 3 | -8 | -14 | 7 | -3 | -4 | -13
COc1cc(C(=O)NC(=S)Nc2nccs2)cc(OC)c1OC | -2 | -1 | 2 | 9 | 9 | -4 | 3 | -13
Cc1sc2nc(CSC(C)C(=O)Nc3ccc(C(N)=O)cc3)[nH]c(=O)c2c1C (stereo unspecified) | 5 | 14 | 2 | 2 | -116 | 0 | 8 | -16
CN(C)C(=O)N1CCC(C(=O)N2CCCC(C(=O)c3ccc(C(C)(C)C)cc3)C2)CC1 (stereo unspecified) | -5 | 1 | 2 | 1 | 14 | 7 | 2 | -1

Laid out differently: results already given
Results follow in this order: APOBEC3G inh | SENP1 FRET inh | SENP8 block-1 | SENP7 inh | SENP8 block-2 | UBC13 inh | Apaf1 inhib | SENP6 block
- Cc1ccc(S(=O)(=O)N2CCCCC2)cc1NC(=S)NC(=O)c1ccco1
  -7 | 1 | -4 | 8 | 5 | 16 | -12 | 1
- Cc1ccc(S(=O)(=O)NC(C)CCc2ccccc2)cc1 (stereo unspecified)
  -5 | 1 | -2 | 5 | 39 | 4 | 0 | 1
- COC(=O)[C@H](Cc1ccccc1)NC(=O)[C@@H]1C[C@H]1[C@@H](NC(=O)OCc1ccccc1)c1ccccc1
  6 | 2 | -2 | 6 | 10 | 5 | 7 | 1
- O=C(CSc1ccccc1F)NC(=O)c1ccc(Cl)cc1
  -3 | 1 | 2 | -1 | 2 | 5 | -2 | 4
- Clc1ccccc1/C=C/c1ccnc2ccccc12
  9 | 1 | 9 | 4 | -297 | 8 | 21 | 11

Additional entries follow.
SMILES | APOBEC3G inh | SENP1 FRET inh | SENP8 block-1 | SENP7 inh | SENP8 block-2 | UBC13 inh | Apaf1 inhib | SENP6 block
CCN1C(=O)N(S(=O)(=O)C(F)(F)F)[C@@H](c2ccccc2)C(C(=O)OC)=C1C | -11 | 2 | -10 | -8 | 7 | 6 | 11 | -11
COc1c(F)c(F)c(C(=O)Nc2ccccc2N2CCN(C(C)=O)CC2)c(F)c1F | -9 | -2 | 8 | 3 | 14 | -10 | -3 | -12
O=C(CSc1cc(Cl)ccc1Cl)NCC1CCCO1 (stereo unspecified) | -8 | 3 | 7 | 0 | 13 | 7 | -17 | -4
CCc1ccc(CN(C)C(=O)CCc2nnc(Cc3cccc(C)c3)o2)nc1 | -6 | 1 | -2 | -11 | 9 | -5 | 8 | -26
CCN(c1ccccc1)S(=O)(=O)c1ccc(NN)nc1 | -3 | -3 | -8 | -8 | 8 | 2 | 6 | -17
CC(=O)c1cccc(N(CC(=O)NCCc2ccccc2)C(=O)c2csnn2)c1 | -4 | 2 | 2 | 6 | 12 | -4 | 1 | 5
CCc1nnc(NC(=O)CSc2nnc(CNc3ccc(OC)cc3)n2CC)s1 | -4 | 2 | 0 | 2 | 37 | 8 | -9 | 0
C=CCn1c(O)c(N=NC(=O)c2cccnc2)c2cc(Br)ccc21 | -2 | 1 | -4 | -1 | 35 | -25 | -4 | -8
CC(=O)Nc1cccc(Oc2cc(C#N)c(C#N)cc2N2CCOCC2)c1 | 1 | 1 | 1 | 4 | -70 | -9 | 6 | -1
O=C(CSc1nccc(=O)[nH]1)NCc1ccc(Cl)cc1 | -3 | 2 | -8 | -8 | 12 | -1 | -6 | 1
O=C(N/N=C/c1cc(Br)cs1)C(O)c1ccccc1 (stereo unspecified) | -6 | 3 | -6 | -1 | 21 | -3 | -1 | -9
O=S(=O)(c1ccccc1F)N1CCc2ccccc2C1 | -2 | 0 | -14 | -13 | 3 | -2 | 5 | -3
CC(C)OCCCNc1nc(-c2ccccc2)nc2ccccc12 | 0 | -3 | 7 | 4 | -38 | 8 | 11 | -2
Cc1cc([N+](=O)[O-])nn1CC(=O)c1ccccc1 | -2 | 1 | 1 | -3 | 16 | 9 | -16 | -10
CCOc1ccc(NC(=O)C2CCCN(S(=O)(=O)c3ccc(-n4cnnn4)cc3)C2)cc1 (stereo unspecified) | -6 | 1 | 0 | -1 | -4 | 4 | -11 | -12
CCOC(=O)C1CCN(C(=O)Cn2cnc3sc(C)c(S(=O)(=O)N4CCOCC4)c3c2=O)CC1 | 0 | -2 | 17 | 9 | 10 | -2 | 0 | 23
Cc1ccc(OCC(=O)N2CCCCC2C)c([N+](=O)[O-])n1 (stereo unspecified) | -5 | -1 | 2 | 2 | 8 | -6 | -10 | 9
CCN(C(=O)CN1CCN(C)CC1)c1cccc2ccccc12 | -8 | 1 | -2 | -6 | 10 | 2 | -1 | -15
COc1ccc2[nH]c(=O)c(CNc3ccc(C)cc3C)cc2c1 | 2 | -11 | -3 | 2 | -298 | -6 | -1 | -3
CCOC1=NN(c2ncc(C(F)(F)F)cc2Cl)C(=O)C1 | -6 | 1 | 1 | -2 | 9 | 0 | -10 | -22
CCOC(=O)C(NC(C)=O)(OCc1ccc(F)cc1)C(F)(F)F (stereo unspecified) | -6 | 4 | 2 | -2 | 36 | 4 | -9 | -6
COc1ccc(N(CC(=O)NC2CC2)S(=O)(=O)c2ccccc2)cc1 | -6 | 3 | 4 | -3 | 6 | 1 | 2 | -17
CCOC(=O)c1nnn(-c2nonc2OC)c1-c1ccccc1 | -11 | 3 | 0 | 2 | 5 | 1 | -10 | -14
O=C(COc1ccc(F)cc1Cl)N(Cc1nnc(-c2ccccc2Cl)o1)C1CC1 | -9 | -2 | -5 | -12 | -3 | -7 | 11 | 2
